GLS inhibitor = blocks human kidney-isoform glutaminase activity; O94925; GLS enzymatic activity, qHTS titration; 0.21% of 410,000 active; Potency, µM (top dose mostly 45.5 µM), inactives show top-dose activity change, negative = inhibition, actives largely listed as inhibitors; further: potency means the concentration at half of the fitted maximal effect; on the % scale 0 is the no-effect control and ±100 the full control effect
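hKGA in 45 mM KH2PO4 (pH 8.2), 0.02% Tween-20 with compound, then 1mM L-Glutamine (stock as added) plus glutamate oxidase/HRP/Amplex red coupling mix. Fluorescence read initially and after 30 min at RT; signal change reflects glutamate formation.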
Pin1 inh = inhibitors of human Pin1; Q13526; Pin1 FP peptide displacement, HiFluor488, 10 min; Potency, µM (highest dose often 115 µM), for inactives: top-dose activity, negative = inhibition, hits mostly inhibitors; 0.009% of 390,000 active; active means well fitted inhibition curve with a large enough effect in the polarisation, with a control signal flat, not every such curve was filed as active; inconclusive means small, poorly fitted or top-dose-only effect, or effect the other way, or a change in a side signal; inactive means no such curve, though single readings can be large or run the other way; the % refers to the polarisation; further: potency means the concentration at half of the fitted maximal effect; on the % scale 0 is the no-effect control and ±100 the full control effect
Target sequence (Q13526 whole entry, looked up): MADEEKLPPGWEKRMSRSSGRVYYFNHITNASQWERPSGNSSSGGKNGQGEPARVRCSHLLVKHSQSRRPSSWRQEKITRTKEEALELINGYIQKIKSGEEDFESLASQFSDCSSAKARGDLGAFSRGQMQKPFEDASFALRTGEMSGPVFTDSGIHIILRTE
JMJD2A Tudor inh = blocks the human JMJD2A Tudor domain; O75164; AlphaScreen JMJD2A-Tudor / H3K4me3 peptide binding; Potency, µM (top dose mostly 114 µM), inactives show top-dose activity change, negative = inhibition, hits mostly inhibitors; 4.4% of 390,000 active; AID 504339; further: potency means the concentration at half of the fitted maximal effect; on the % scale 0 is the no-effect control and ±100 the full control effect; nearly all actives have a fitted effect of over 50% in size
BAZ2B inh = blocks human BAZ2B. Q9UIF8. AlphaScreen BAZ2B-H3K14Ac peptide displacement. Potency, µM (titrated, usually from 114 µM), for inactives: top-dose activity change, negative = inhibition, actives largely listed as inhibitors. 4.4% of 360,000 active; further: potency means the concentration at half of the fitted maximal effect; on the % scale 0 is the no-effect control and ±100 the full control effect; nearly all actives have a fitted effect of over 60% in size
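AlphaScreen displacement: compounds (up to 110uM) incubated 30 min at room temperature with a preformed 50 nM BAZ2B/50 nM biotinylated H3K14Ac peptide complex in PBS pH 7.4 with Tween-20. Donor and acceptor beads at 10 ug/mL final added, 20 min light-protected before reading.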
ERG Ets-DNA blk = blocks human ERG Ets domain binding to DNA. P11308. fluorescence polarization, His-ERG Ets domain / labelled DNA. Potency, µM (series often up to 76.9 µM), for inactives: at the highest dose FP activity, negative = inhibition, actives largely listed as inhibitors. 0.028% of 370,000 active. AID 624246; active means well fitted inhibition curve with a large enough effect in the polarisation, with a control signal flat; inconclusive means small, poorly fitted or top-dose-only effect, or effect the other way, or a change in a side signal; inactive means no such curve, though single readings can be large or run the other way; the % refers to the polarisation;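 further: polarization taken with two DNA probes labelled with fluorescein and Texas red; potency means the concentration at half of the fitted maximal effect; % of control where 0% means no effect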
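His-tagged ERG Ets domain (1 uM in the protein solution; 300mM KCl, 50mM Tris-HCl, 1mM EDTA, 1mM DTT, pH 7.5) received compound, then a probe mix of 5 nM fluorescein-DNA and 100nM Texas-615-DNA. Fluorescence polarization was read for both dyes.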
HP1b chromo inh = blocks HP1-beta chromodomain binding to methylated histone tails. AlphaScreen HP1-beta / biotin-H3K9me3 peptide binding. Potency, µM (titrated, usually from 114 µM), for inactives: at the highest dose activity change, negative = inhibition, usual class: inhibitors. 0.56% of 390,000 active; further: potency means the concentration at half of the fitted maximal effect; nearly all actives have a fitted effect of over 70% in size; inactives centre near 23
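Compound inhibition of the preformed complex between 50 nM HP1-beta and 50 nM biotinylated H3K9me3 peptide was read by AlphaScreen. Buffer was PBS pH 7.4 with 0.01% Tween-20. Incubations ran 30 min at room temperature, with 10 ug/mL donor/acceptor beads.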
Tb PGK inh = inhibitors of T. brucei phosphoglycerate kinase; P07378; PGK/GAPDH coupled, Kinase-Glo luminescence, 60 min; Potency, µM (series often up to 57.5 µM), inactives show top-dose activity change, negative = inhibition, actives largely listed as inhibitors; 0.043% of 380,000 active; AID 602233; further: potency means the concentration at half of the fitted maximal effect; on the % scale 0 is the no-effect control and ±100 the full control effect; nearly all actives have a fitted effect of over 60% in size
Target sequence (P07378 whole entry, looked up): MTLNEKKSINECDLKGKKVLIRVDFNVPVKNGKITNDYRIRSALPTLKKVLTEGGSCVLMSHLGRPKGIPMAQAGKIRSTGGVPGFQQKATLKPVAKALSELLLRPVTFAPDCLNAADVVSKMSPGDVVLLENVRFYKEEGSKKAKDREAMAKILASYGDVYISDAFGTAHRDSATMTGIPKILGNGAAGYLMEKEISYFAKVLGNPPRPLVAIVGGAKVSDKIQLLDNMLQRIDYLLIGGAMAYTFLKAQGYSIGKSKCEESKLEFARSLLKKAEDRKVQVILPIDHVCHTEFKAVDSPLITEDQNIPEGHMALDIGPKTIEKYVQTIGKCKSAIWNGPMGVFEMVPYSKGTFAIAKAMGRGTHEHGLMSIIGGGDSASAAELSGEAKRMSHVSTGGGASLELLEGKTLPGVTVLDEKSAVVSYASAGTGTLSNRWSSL
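Recombinant glycosomal PGK reaction used 1,3-bisphosphoglycerate generated in-well by GAPDH (100nM final) in 100mM TEA pH 7.6, 5mM MgCl2, 0.01% Tween-20. After 60 minutes at room temperature, ATP was read by Kinase-Glo Plus luminescence end-point.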
PI4K2A inh = inhibitors of human PI4K2A; Q9BTU6; 0.13% of 420,000 active; purified PI4K2A, ADP-Glo luminescence, 1 h; stronger effect = lower value; activity change, negative = inhibition, % at 76.9 µM; AID 1346378; in the data active means activity change below about -50%; inconclusive means mostly about -30% to -49%;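 further: -100% = wells without enzyme as full effect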
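Compounds are screened against recombinant PI4K2A using PI as substrate and ATP, the latter dispensed at 300 microM. Reactions run one hour at ambient temperature before ADP-Glo detection; full inhibition defined by wells lacking enzyme.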
G9a inh = blocks human histone lysine methyltransferase G9a; Q96KQ7; G9a H3K9 monomethylation, AlphaScreen, 2 h; 8.8% of 350,000 active; AID 504332; Potency, µM (top dose mostly 102 µM), for inactives: at the top dose activity, negative = inhibition, usual class: inhibitors; further: potency means the concentration at half of the fitted maximal effect; on the % scale 0 is the no-effect control and ±100 the full control effect; nearly all actives have a fitted effect of over 75% in size
Target sequence (Q96KQ7 913-1193 limits assumed): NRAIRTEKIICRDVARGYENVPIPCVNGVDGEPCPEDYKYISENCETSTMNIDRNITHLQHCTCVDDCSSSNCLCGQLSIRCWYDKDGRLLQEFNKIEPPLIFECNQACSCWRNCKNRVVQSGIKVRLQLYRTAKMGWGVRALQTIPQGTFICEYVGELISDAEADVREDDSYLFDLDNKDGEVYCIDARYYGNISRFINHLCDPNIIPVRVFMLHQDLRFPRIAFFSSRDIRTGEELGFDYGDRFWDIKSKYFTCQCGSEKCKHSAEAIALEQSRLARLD
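Chemiluminescent proximity detection of H3K9 monomethylation, read after 10 min bead incubation in the dark. Reaction: 20 nM G9a, 500 nM biotin-H3K9 peptide, 20 uM SAM cofactor, 2 h, room temperature, following 15 min enzyme-compound preincubation.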
The depositor's hits bear a star; i = inactive; ? = inconclusive; / = not tested or not shown; [ ] = another dose, or the depositor's remark. Unless noted, the call rests on the fitted dose curve; in most records, active means well fitted curve in the direction sought with a large enough effect; inconclusive means small, poorly fitted or top-dose-only effect, or another doubt; inactive means no such curve, though single readings can be large; an effect the other way counts as inactive or inconclusive.

Preview (four entries):
1	O=C1[C@H]2[C@@H](c3ccc(F)cc3)N3C(=O)N(c4cccc(Cl)c4)C(=O)[C@@]3(Cc3ccc(Cl)cc3)[C@H]2C(=O)N1C1CCCCC1
2	Cc1sc(NC(=O)C2CCCCC2C(=O)O)c(C(N)=O)c1-c1ccccc1 (stereo unspecified)
3	CCCOc1ccc(OCCSc2nnc(N)s2)cc1
4	CCNc1sc(C(=O)OCC)c(N)c1C#N

Compound,1,2,3,4
GLS inhibitor,1%,15%,0%,1%
Pin1 inh,24%,-2%,-2%,5%
JMJD2A Tudor inh,-21%,-16%,-17%,-12%
BAZ2B inh,-6%,-2%,-1%,-5%
ERG Ets-DNA blk,-3%,5%,14%,-1%
HP1b chromo inh,77%[activator],-9%,33%,37%
Tb PGK inh,i,-7%,-7%,-1%
PI4K2A inh,-5,0,-3,-9
G9a inh,/,35µM*,9%[12.7 µM],-8%

The list itself, repeating the preview:
1	O=C1[C@H]2[C@@H](c3ccc(F)cc3)N3C(=O)N(c4cccc(Cl)c4)C(=O)[C@@]3(Cc3ccc(Cl)cc3)[C@H]2C(=O)N1C1CCCCC1
2	Cc1sc(NC(=O)C2CCCCC2C(=O)O)c(C(N)=O)c1-c1ccccc1 (stereo unspecified)
3	CCCOc1ccc(OCCSc2nnc(N)s2)cc1
4	CCNc1sc(C(=O)OCC)c(N)c1C#N
5	C#CCSc1nc(-c2ccccc2)c2cc(Cl)ccc2n1
6	CC1(C)Oc2ccc(C(=O)N3CCOCC3)cc2N(CC(=O)Nc2ccccc2)C1=O
7	O=C(NN1C(=O)C2C3C=CC(O3)C2C1=O)c1cccc(O)c1 (stereo unspecified)
8	Cc1ccc(OCC(=O)NNC(=O)c2ccoc2C)c(Br)c1

Compound,1,2,3,4,5,6,7,8
GLS inhibitor,1%,15%,0%,1%,2%,8%,2%,3%
Pin1 inh,24%,-2%,-2%,5%,-3%,?,7%,7%
JMJD2A Tudor inh,-21%,-16%,-17%,-12%,22%,?,-13%,-12%[57.1 µM]
BAZ2B inh,-6%,-2%,-1%,-5%,14%,-2%,-3%,?
ERG Ets-DNA blk,-3%,5%,14%,-1%,6%,0%,/,-4%
HP1b chromo inh,77%[activator],-9%,33%,37%,55%[activator],-8%,43%[activator],46%[activator]
Tb PGK inh,i,-7%,-7%,-1%,0%,4%,-9%,-2%
PI4K2A inh,-5,0,-3,-9,0,-2,-3,0
G9a inh,/,35µM*,9%[12.7 µM],-8%,44%[activator][59 µM],?,7.9µM*,?

9	CC(=O)Nc1nc(-c2ccc3c(c2)CCO3)cs1
10	CCOc1ccc(C(=O)CSCC(=O)O)cc1
11	N=c1c(C(=O)NCc2ccco2)cc2c(=O)n3ccccc3nc2n1CC1CCCO1 (stereo unspecified)
12	Cc1ccccc1NC(=O)C1(NC(=O)c2cccc(N3C(=O)CSC3c3ccccc3)c2)CCCCC1 (stereo unspecified)
13	COc1ccc(F)cc1C(=O)C1CCCN(C(=O)CCN2CCCCO2)C1 (stereo unspecified)
14	CC1CCCCN1C(=S)NCc1ccco1 (stereo unspecified)
15	O=C(Nc1ccc(F)cc1)C1CC(=O)N(Cc2ccco2)C1 (stereo unspecified)
16	COCCN1C(=O)c2[nH]nc(-c3ccccc3O)c2C1c1ccc(Cl)c(Cl)c1 (stereo unspecified)

Compound,9,10,11,12,13,14,15,16
GLS inhibitor,-2%,3%,-7%,-1%,15%,-3%,1%,11%
Pin1 inh,?,-1%,9%,43%[activator],-1%,-1%,2%,2%
JMJD2A Tudor inh,0%,-9%,-36%,-22%,-2%,-12%,-4%,?
BAZ2B inh,-20%,-31%,/,-6%,-2%,-5%,-7%,-36%
ERG Ets-DNA blk,3%,-10%,2%,2%,-21%,-8%,0%,-8%
HP1b chromo inh,32%,25%,20%,30%[activator],37%,11%,33%,38%
Tb PGK inh,-8%,-1%,1%,-3%,0%,i,5%,-5%
PI4K2A inh,-4,-4,1,0,-2,2,0,0
G9a inh,?,-23%,/,12%[12.7 µM],-1%,?,23%[12.7 µM],8%[59 µM]

17	Cc1ccc(-c2cc(C(=O)Nc3nccs3)c3ccccc3n2)c(C)c1
18	O=C(NC(=S)Nc1cccnc1Cl)c1ccc(Cl)cc1
19	N#Cc1c(/N=C/c2cc3ccccc3s2)sc2c1CCC2
20	O=C(O)c1cc(-c2ccccc2Cl)n(-c2ccccc2)n1
21	Nc1ccc2c(c1)nnn2-c1ccccc1
22	CC1CCN(C(=O)Cn2cnc3c(cnn3C(C)(C)C)c2=O)CC1
23	CC1CCC(NC(=O)c2cccc(S(=O)(=O)N3CCN(c4ccc(F)cc4)CC3)c2)CC1 (stereo unspecified)
24	COc1cccc(OC)c1C(=O)Nc1nc(COc2ccccc2)cs1

Compound,17,18,19,20,21,22,23,24
GLS inhibitor,6%,22%,16%,-9%,7%,-5%,-3%,-2%
Pin1 inh,30%[activator],-1%,3%,-5%,1%,-3%,0%,23%
JMJD2A Tudor inh,-32%,-3%,-21%,-18%,-7%,-8%,6%,11%
BAZ2B inh,-4%,-20%,-1%,-13%,-17%,-10%,7%,15%
ERG Ets-DNA blk,-6%,0%,-5%,17%,10%,-4%,4%,-11%
HP1b chromo inh,0%,-4%,?,-5%,-12%,26%,39%,39%[activator]
Tb PGK inh,-7%,-10%,-4%,-3%,-2%,-5%,0%,-11%
PI4K2A inh,3,-24,1,-5,3,-2,2,1
G9a inh,-15%[59 µM],40µM*,?,0%,/,-24%,?,15%

25	O=C(Nc1ccc(N2CCOCC2)cc1)c1cccc2ccccc12
26	Cc1ccc(NS(=O)(=O)c2ccc(Cl)nc2)c(C)c1
27	CC(=O)N(c1ccccc1)C(C(=O)c1ccccc1)c1ccccc1 (stereo unspecified)
28	CC(=O)Nc1ccc(NC(=O)C(C)OC(=O)C2CC(=O)N(CCc3ccccc3)C2)cc1 (stereo unspecified)
29	O=C1/C(=C/c2ccc(O)cc2)SC(=S)N1CC1CCCO1 (stereo unspecified)
30	COC(=O)C(CCSC)NC(=O)c1cc2c(n(-c3ccc(C)cc3)c1=O)CC(C)(C)CC2=O (stereo unspecified)
31	COc1cc(C2/C(=C(\O)c3ccc4c(c3)CC(C)O4)C(=O)C(=O)N2c2nnc(C)s2)cc(OC)c1OC (stereo unspecified)
32	Cc1ccc(N=C2SCCCN2C(=O)c2cccc(N3C(=O)CCC3=O)c2)cc1Cl

Compound,25,26,27,28,29,30,31,32
GLS inhibitor,3%,10%,0%,4%,1%,5%,6%,1%
Pin1 inh,5%,-2%,-3%,-5%,?,5%,-14%,-6%
JMJD2A Tudor inh,-6%,-9%,-8%,0%,?,-19%,45µM*,-11%
BAZ2B inh,-9%,-1%,/,8%,?,-6%,?,5%
ERG Ets-DNA blk,5%,-7%,-2%,5%,128%[activator],-5%,1%,3%
HP1b chromo inh,28%,21%,11%[57 µM],25%,-22%,24%,1%,12%
Tb PGK inh,-2%,-9%,5%,i,-6%,2%,-1%,-6%
PI4K2A inh,1,-6,1,1,-4,-2,-6,-1
G9a inh,-17%,-5%,/,?,?,?,45µM*,10%[0.501 µM]

Single values from the entries so far:
Under HP1b chromo inh, CC(=O)N(c1ccccc1)C(C(=O)c1ccccc1)c1ccccc1 (stereo unspecified) shows 11%[57 µM]
Under Tb PGK inh, O=C(Nc1ccc(N2CCOCC2)cc1)c1cccc2ccccc12 shows -2%

Continued.
33	Cc1ccc(S(=O)(=O)Nc2cccc(-c3ccc(N4CCCCC4)nn3)c2)s1
34	COc1ccccc1N1CC(C(=O)Nc2cc(C(F)(F)F)ccc2N2CCCC2)CC1=O (stereo unspecified)
35	COc1cccc(CNC(=O)CSc2ccc(-c3sc(-c4ccccc4)nc3C)nn2)c1
36	N#Cc1ccc(CSc2nnc(-c3cccnc3)o2)cc1
37	O=C(c1cccc(Oc2c(Cl)cccc2[N+](=O)[O-])c1)N1CCOCC1
38	C=CC[C@@H](Cc1ccc(F)cc1)C(=O)OC[C@H]1CCCN1C(=O)[C@H](CC=C)CC(=O)N[C@H](CO)Cc1ccccc1
39	O=c1cc(N/N=C/c2ccccc2)[nH]c(=O)[nH]1
40	Cc1ccc(SCCC(=O)NCc2ccccn2)cc1

Compound,33,34,35,36,37,38,39,40
GLS inhibitor,3%,-4%,2%,-3%,-3%,1%,-13%,-9%
Pin1 inh,29%,-4%,14%,3%,-11%,?,-2%,0%
JMJD2A Tudor inh,-15%,-8%,-18%,-6%,-12%,-15%,?,7%
BAZ2B inh,-23%,-26%,-13%,-14%,-19%,/,/,-1%
ERG Ets-DNA blk,3%,-4%,-1%,-10%,-10%,-4%,-3%,-2%
HP1b chromo inh,11%[57 µM],7%,0%,35%,-5%,22%,12%,-10%
Tb PGK inh,i,12%,-2%,-4%,-2%,6%,-8%,6%
PI4K2A inh,-1,0,4,-1,-5,0,-6,5
G9a inh,-27%[59 µM],?,-1%[59 µM],3%,14%,/,/,-3%[59 µM]
